# Cycloheximide cs: Cycloheximide Counterscreen for Small Molecule Inhibitors of Shiga Toxin | cell reporter, cycloheximide protein synthesis inhibition counterscreen | max response, % | hit rate 12% among 300,000 | AID 2314, 2010; in the data active = max response mostly above about 13%, no sharp cut-off; inactive = mostly below about 14%; also: read at 38.3 µM for the half of the compounds with a filed dose; 0% is about no effect
# Pf growth 48h: Primary qHTS for delayed death inhibitors of the malarial parasite plastid, 48 hour incubation; hit rate 5.9% among 310,000; P. falciparum luciferase growth in erythrocytes, 48 h; Potency, µM (highest dose often 28.7 µM), inactives show at the highest dose activity change, negative = inhibition, usual class: inhibitors; also: potency is read from the fitted curve at half-maximal effect; % is scaled to controls: 0 for no effect and ±100 for the full control effect
#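 Luminescence readout; reporter = integrated firefly luciferase in P. falciparum. RBC culture at 2% hematocrit, 0.1% parasitemia final, 37 C/5% CO2; decreased signal taken as growth inhibition.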
# Pf growth 96h: Primary qHTS for delayed death inhibitors of the malarial parasite plastid, 96 hour incubation; P. falciparum luciferase reporter growth, 96 h; Potency, µM (series often up to 28.7 µM), without a hit: at the highest dose activity change, negative = inhibition, usual class: inhibitors; hit rate 6.9% among 320,000; AID 504834, 2011; also: potency is read from the fitted curve at half-maximal effect; % is scaled to controls: 0 for no effect and ±100 for the full control effect
#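 P. falciparum expressing integrated firefly luciferase grown in erythrocytes (2% hematocrit, 0.05% parasitemia final) with compounds for 96 hours at 37 C, 5% CO2. Growth inhibition read as loss of luminescence after adding luciferase detection reagent.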
# Shiga toxin inh: A qHTS for Small Molecule Inhibitors of Shiga Toxin. Vero cells, Shiga toxin protein synthesis inhibition reporter. inhibition, % at 38.7 µM. hit rate 9.2% among 290,000. AID 2315, 2010; in the data active = inhibition mostly above about 28%, no sharp cut-off; inactive = mostly below about 43%; also: 0% is about no effect
# FBPA Giardia inh: qHTS Assay for Inhibitors of Fructose-1,6-bisphosphate Aldolase from Giardia Lamblia; A8B2U2; purified Giardia FBPA; Potency, µM (series often up to 59.6 µM), inactives show at the highest dose activity, negative = inhibition, usual class: inhibitors; hit rate 0.71% among 290,000; also: potency is read from the fitted curve at half-maximal effect; % is scaled to controls: 0 for no effect and ±100 for the full control effect; nearly all actives have a fitted effect of over 55% in size
# Target sequence (A8B2U2 whole entry, looked up): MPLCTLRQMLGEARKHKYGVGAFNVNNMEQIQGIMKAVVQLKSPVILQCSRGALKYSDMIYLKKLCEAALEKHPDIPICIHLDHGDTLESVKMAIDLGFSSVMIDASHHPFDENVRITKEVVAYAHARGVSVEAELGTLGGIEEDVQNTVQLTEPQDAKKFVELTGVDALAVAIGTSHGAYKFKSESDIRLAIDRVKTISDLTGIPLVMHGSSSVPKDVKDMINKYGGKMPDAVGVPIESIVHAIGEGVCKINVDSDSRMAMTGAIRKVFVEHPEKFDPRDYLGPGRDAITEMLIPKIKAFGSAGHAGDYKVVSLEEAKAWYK
#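 40 nM FBPA preincubated 10 min at RT with compound (up to 57.5 uM final), then substrate plus GAPDH/TPI/NAD/arsenate coupling and diaphorase/resazurin added. Fluorescence read after 20 min at RT, 525/598 nm.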
# Sm TGR inh: qHTS Assay for the Inhibitors of Schistosoma Mansoni Peroxiredoxins; Schistosoma mansoni thioredoxin glutathione reductase (TGR), Q962Y6; purified TGR, DTNB reduction, TNB absorbance 405 nm; Potency, µM (titrated, usually from 114 µM), for inactives: at the highest dose activity change, negative = inhibition, most hits filed as inhibitors; hit rate 3% among 360,000; AID 485364, 2010; also: potency is read from the fitted curve at half-maximal effect; % is scaled to controls: 0 for no effect and ±100 for the full control effect; nearly all actives have a fitted effect of over 60% in size
#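 First, TGR (20 nM dispensed) and NADPH were mixed with compound. Second, a 15 min room-temperature incubation followed. Third, further NADPH and then DTNB were added to start the reaction. Finally, TNB absorbance was monitored kinetically.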
# * marks the source's active call; other numbers are inactive results; i = inactive; ? = inconclusive; . = not tested or not shown; [ ] = dose if it differs, or a comment. Unless noted, calls follow the shape of the dose curve; as a rule, active = well fitted curve in the direction sought with a large enough effect; inconclusive = small, poorly fitted or top-dose-only effect, or another doubt; inactive = no such curve, though single readings can be large; an effect the other way counts as inactive or inconclusive. The order is random; 24% or so of the library scored in one or more.
# Short forms – A = Cycloheximide cs; B = Pf growth 48h; C = Pf growth 96h; D = Shiga toxin inh; E = FBPA Giardia inh; F = Sm TGR inh
1) O=S(=O)(NCCOc1cccc2cccnc12)c1ccc(F)cc1
  A: 9; B: ?; C: .; D: 6; E: ?; F: 1%
2) FC(F)(F)c1ccc(CN2CCN(Cc3ccco3)CC2)cc1
  A: -2; B: 14%; C: ?; D: -8; E: -27%; F: 0%
3) CCOC(=O)CSc1nnc(-c2cccnc2)n1C
  A: -1; B: 67%[activator]; C: ?; D: 27; E: 4%; F: -3%
4) NC(=O)Nc1ccc(C(=O)OCC(=O)NC2CCCCC2)cc1
  A: 17; B: -19%; C: 25%; D: 48; E: 4%; F: -1%
5) O=S1(=O)CC/C(=N/Nc2ccc(C(F)(F)F)cn2)c2cc(F)ccc21
  A: 1; B: -9%; C: 8%; D: -14; E: 1%; F: 8%
6) CC1CN(CCCCOc2ccc3ccccc3c2)CC(C)O1 (stereo not drawn)
  A: 22*; B: 12%; C: 140%[activator]; D: 21; E: -3%; F: 4%
7) CCNC(=O)/C(C#N)=C/c1c(N2CCN(Cc3ccc4c(c3)OCO4)CC2)nc2c(C)cccn2c1=O
  A: -2; B: 7.4µM*; C: 3.7µM*; D: -19; E: -22%; F: 1%
8) COc1cc2c(cc1OC)CN(C(=O)C1(c3ccccc3)CC1)CC2
  A: 1; B: -2%; C: ?; D: 2; E: 0%; F: -18%
9) O=C(CN1CCSCC1)N/N=C/c1ccccc1F
  A: 9; B: .; C: 46%[activator]; D: 28; E: -16%; F: 2%
10) N=C1C(c2ccccc2)=C(O)CN1c1ccc2c(c1)OCO2
  A: 11; B: 21%; C: 30%; D: 15; E: 17%[12.9 µM]; F: 13%
11) CSc1ccc(/C=N/n2c(C)nnc2C)cc1
  A: -3; B: 6%; C: 18%; D: -9; E: 4%; F: -12%
12) Cc1nc2ccccc2nc1N1CCCCC1
  A: 3; B: 0%; C: .; D: 7; E: 2%; F: 1%
13) COC(=O)c1ccccc1NC(=S)N(Cc1ccc2c(c1)OCO2)Cc1cc2cccc(C)c2[nH]c1=O
  A: -7; B: ?; C: i; D: -12; E: 0%; F: -5%
14) O=C(N/N=C/c1c[nH]c2ccccc12)c1ccn[nH]1
  A: 28*; B: 64%[activator]; C: 117%[activator]; D: 46; E: 0%; F: 2%
15) O=C(COC(=O)c1c2c(nc3ccccc13)/C(=C\c1cccs1)CCC2)Nc1ccccc1
  A: 0; B: ?; C: ?; D: 10; E: -5%; F: 7%

# Whole records from above:
# `O=C(CN1CCSCC1)N/N=C/c1ccccc1F` is entered as Cycloheximide cs = 9; Pf growth 48h = .; Pf growth 96h = 46%[activator]; Shiga toxin inh = 28; FBPA Giardia inh = -16%; Sm TGR inh = 2%
# `CCOC(=O)CSc1nnc(-c2cccnc2)n1C` is entered as Cycloheximide cs = -1; Pf growth 48h = 67%[activator]; Pf growth 96h = ?; Shiga toxin inh = 27; FBPA Giardia inh = 4%; Sm TGR inh = -3%
# `NC(=O)Nc1ccc(C(=O)OCC(=O)NC2CCCCC2)cc1` is entered as Cycloheximide cs = 17; Pf growth 48h = -19%; Pf growth 96h = 25%; Shiga toxin inh = 48; FBPA Giardia inh = 4%; Sm TGR inh = -1%

# Fetched one by one from above:
# Short forms – A = Cycloheximide cs; B = Pf growth 48h; C = Pf growth 96h; D = Shiga toxin inh; E = FBPA Giardia inh; F = Sm TGR inh
1) O=S(=O)(NCCOc1cccc2cccnc12)c1ccc(F)cc1
  A: 9; B: ?; C: .; D: 6; E: ?; F: 1%
4) NC(=O)Nc1ccc(C(=O)OCC(=O)NC2CCCCC2)cc1
  A: 17; B: -19%; C: 25%; D: 48; E: 4%; F: -1%

# (listing goes on)
# Short forms – A = Cycloheximide cs; B = Pf growth 48h; C = Pf growth 96h; D = Shiga toxin inh; E = FBPA Giardia inh; F = Sm TGR inh
16) O=C(OCC#CCSc1nnc(-c2cccc3ccccc23)o1)c1cccc2[nH]ccc12
  A: .; B: ?; C: 10%; D: .; E: .; F: 0%
17) CC(/C=N/Nc1ccc2nncn2n1)=C\c1ccccc1
  A: -2; B: ?; C: -11%; D: -2; E: 3%; F: 45µM*
18) COCCNC(=O)CCCn1c(=O)c2ccccc2n(CC(=O)NCCC2=CCCCC2)c1=O
  A: -3; B: -10%; C: ?; D: -9; E: 3%; F: 0%
19) COc1ccc(CNC(=O)CS(=O)CC(=O)O)cc1OC (stereo not drawn)
  A: -2; B: 0%; C: 30%; D: -5; E: -5%; F: 15%
20) CCn1c(CNC(=O)c2cccc(C)c2)nnc1SCC(=O)NC1CCCCC1C (stereo not drawn)
  A: -1; B: 0%; C: 61%[activator]; D: -20; E: 3%; F: 4%
21) CCC(C)(C)NC(=O)C(c1cccn1C)N(C(=O)Cn1nnc2ccccc21)c1ccc(F)cc1 (stereo not drawn)
  A: -1; B: ?; C: ?; D: 27; E: 2%; F: 0%
22) CCOc1ccccc1N(CC(=O)O)S(=O)(=O)c1ccc(C)cc1
  A: -5; B: 7%; C: .; D: -1; E: 17%; F: -12%
23) Cc1cc(C(=O)CN2C(=O)NC3(CCCc4ccccc43)C2=O)c(C)n1Cc1ccco1 (stereo not drawn)
  A: 2; B: 1.7µM*; C: .; D: 3; E: -6%; F: -30%
24) C[C@]12C(=O)N(c3ccc(Br)cc3)C(=O)N1[C@@H]1c3ccccc3OC[C@@H]1[C@H]2c1ccccc1
  A: -1; B: ?; C: ?; D: -4; E: -10%; F: 9%
25) Cc1ccc(OCCN2CCN(C)CC2)c([N+](=O)[O-])c1
  A: -3; B: 22%; C: ?; D: 18; E: -20%; F: 0%
26) Cc1ccc(Nc2nc(NCCCN3CCOCC3)nc(N)c2[N+](=O)[O-])cc1
  A: 1; B: -7%; C: 4%; D: -11; E: 8%; F: -6%
27) C=CCNS(=O)(=O)c1sccc1/C=N/O
  A: 13; B: -2%; C: -7%; D: 11; E: -8%; F: -1%
28) CCOC(=O)c1cnn(-c2c(Cc3ccccc3)c(C)nc3c(-c4ccccc4)c(C)nn23)c1N
  A: 0; B: 12µM*; C: .; D: 17; E: 1%; F: 0%
29) CCC(C)[C@H](NC(=O)[C@@H]1Cc2ccccc2CN1)C(=O)Nc1ccc2c(c1)OCO2 (stereo partly drawn)
  A: 30*; B: ?; C: ?; D: 38*; E: .; F: -28%
30) O=C(COc1ccc([N+](=O)[O-])cc1)Nc1ccc2[nH]c(=O)[nH]c2c1
  A: .; B: 5%; C: -27%; D: .; E: .; F: 6%

# Continued.
cpd	Structure	Cycloheximide cs	Pf growth 48h	Pf growth 96h	Shiga toxin inh	FBPA Giardia inh	Sm TGR inh
31	CCOc1cccc(/C=C/C(=O)O)c1	-2	?	?	10	0%	0%
32	Cc1ccc(C(=O)Nc2nnc(-c3ccncc3)s2)o1	1	13%	.	-11	-1%	-9%
33	Cn1c(=O)[nH]c(=O)c2c1nc(N1CCOCC1)n2CCc1ccccc1	-7	3%	10%	49	-4%	.
34	Cc1c(NC(=O)c2ccc3c4c(cccc24)CC3)c(=O)n(-c2ccccc2)n1C	-3	-27%	.	-19	-5%	-3%
35	COC(=O)c1ccc(N2CCN(C)CC2)c(NC(=O)COc2ccc(C)cc2)c1	-4	?	?	-5	.	-16%

# At a glance, some entries already given.
cpd	Structure	Cycloheximide cs	Pf growth 48h	Pf growth 96h	Shiga toxin inh	FBPA Giardia inh	Sm TGR inh
29	CCC(C)[C@H](NC(=O)[C@@H]1Cc2ccccc2CN1)C(=O)Nc1ccc2c(c1)OCO2 (stereo partly drawn)	30*	?	?	38*	.	-28%
30	O=C(COc1ccc([N+](=O)[O-])cc1)Nc1ccc2[nH]c(=O)[nH]c2c1	.	5%	-27%	.	.	6%
31	CCOc1cccc(/C=C/C(=O)O)c1	-2	?	?	10	0%	0%
32	Cc1ccc(C(=O)Nc2nnc(-c3ccncc3)s2)o1	1	13%	.	-11	-1%	-9%
33	Cn1c(=O)[nH]c(=O)c2c1nc(N1CCOCC1)n2CCc1ccccc1	-7	3%	10%	49	-4%	.
34	Cc1c(NC(=O)c2ccc3c4c(cccc24)CC3)c(=O)n(-c2ccccc2)n1C	-3	-27%	.	-19	-5%	-3%
35	COC(=O)c1ccc(N2CCN(C)CC2)c(NC(=O)COc2ccc(C)cc2)c1	-4	?	?	-5	.	-16%
